Assay outcomes deposited in PubChem BioAssay by National Center for Advancing Translational Sciences (NCATS).
SMN2 splice up – enhancers of SMN2 splice variant expression | HEK293 SMN2-luciferase splicing reporter, luminescence, 30-36 h | Potency, µM (titrated, usually from 46.1 µM), for the others: top-dose activity change, positive = activation, actives largely listed as activators | AID 1458 | hit rate 2.8% among 210,000; note: % of control where 0% means no effect; nearly all actives have a fitted effect of over 55% in size
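HEK293 cells carry an SMN2 […]–luciferase reporter in which exon 7 inclusion puts luciferase in frame. Cells were plated 10-12 h before compound addition, then incubated 30-36 h at 37C. ONE-Glo luminescence was read; sodium butyrate at 4.5 mM final served as control.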
Tau fibril FP – blocks human tau fibril formation measured by polarization | Potency, µM (doses to about 57.7 µM), for inactives: top-dose activity, negative = inhibition, actives largely listed as inhibitors | hit rate 0.39% among 280,000 | P10636 | K18 P301L tau heparin fibrillization, Alexa594 FP, 6 h; note: % is set by controls: 0 for no effect and ±100 for the full control effect; nearly all actives have a fitted effect of over 55% in size
Target sequence (P10636 561-689 P618L limits assumed): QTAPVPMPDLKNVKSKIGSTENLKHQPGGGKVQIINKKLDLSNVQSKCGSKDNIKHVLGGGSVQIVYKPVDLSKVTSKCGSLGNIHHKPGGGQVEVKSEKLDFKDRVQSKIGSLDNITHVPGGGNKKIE
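Compound effects on tau fibrillization are measured by Alexa 594 fluorescence polarization (ex 555, em 632 nm). K18 P301L tau is used at 15 uM with 0.24 uM labeled tracer, and 20 uM heparin induces aggregation over 6 hr at 37 C.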
HTT cytoprotect – Huntington cell model cytoprotection by ATP luminescence; PC12 HTT-Q103 induced, cytoprotection, ATP luminescence, 40 h; Potency, µM (highest dose often 56.4 µM), for inactives: cytoprotection (ATP increase), hits mostly activators; hit rate 0.14% among 230,000;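 note: % of control where 0% means no effect; nearly all actives have a fitted effect of over 45% in size; toxic huntingtin expression switched on by the ecdysone agonist tebufenozide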
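Huntington model: PC12 line, ecdysone-inducible HTTQ103 exon1–GFP, tebufenozide 100 nM. Test articles in a dose series. Endpoint luminescence from cellular ATP.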
KDM4E inh – JMJD2E (human) inhibition; JMJD2E catalytic domain, FDH-coupled NADH fluorescence (FDH is formaldehyde dehydrogenase); Potency, µM (top dose mostly 57.1 µM), without a hit: top-dose activity change, negative = inhibition, actives largely listed as inhibitors; AID 2147; hit rate 1.6% among 230,000; active = well fitted inhibition curve with a large enough effect, not every such curve was filed as active; inconclusive = small, poorly fitted or top-dose-only effect, or another doubt; inactive = no such curve, though single readings can be large or run the other way;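 note: 0% = wells with enzyme and -100% = buffer wells without enzyme; nearly all actives have a fitted effect of over 50% in size; many of its hits are not listed in these tables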
Target sequence (B2RXH2 1-337 limits assumed): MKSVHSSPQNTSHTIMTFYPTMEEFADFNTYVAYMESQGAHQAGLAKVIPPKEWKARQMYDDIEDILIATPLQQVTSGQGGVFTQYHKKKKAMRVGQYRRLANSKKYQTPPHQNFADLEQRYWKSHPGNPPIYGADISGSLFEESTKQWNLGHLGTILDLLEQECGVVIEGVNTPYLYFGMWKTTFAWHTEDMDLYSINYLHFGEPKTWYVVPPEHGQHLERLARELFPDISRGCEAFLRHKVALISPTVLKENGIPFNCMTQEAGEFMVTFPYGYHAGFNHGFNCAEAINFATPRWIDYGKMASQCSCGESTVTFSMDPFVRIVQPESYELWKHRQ
ALDH1A1 inh – inhibitors of human aldehyde dehydrogenase 1A1 | Potency, µM (titrated, usually from 75.3 µM), for the others: at the top dose activity, negative = inhibition, most hits filed as inhibitors | hit rate 7.3% among 220,000 | P00352 | Purified ALDH1A1, NADH fluorescence, propionaldehyde substrate; active = well fitted inhibition curve with a large enough effect, not every such curve was filed as active; inconclusive = small, poorly fitted or top-dose-only effect, or another doubt; inactive = no such curve, though single readings can be large or run the other way;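 note: plate controls were no enzyme wells and a reference inhibitor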
Target sequence (P00352 whole entry, looked up): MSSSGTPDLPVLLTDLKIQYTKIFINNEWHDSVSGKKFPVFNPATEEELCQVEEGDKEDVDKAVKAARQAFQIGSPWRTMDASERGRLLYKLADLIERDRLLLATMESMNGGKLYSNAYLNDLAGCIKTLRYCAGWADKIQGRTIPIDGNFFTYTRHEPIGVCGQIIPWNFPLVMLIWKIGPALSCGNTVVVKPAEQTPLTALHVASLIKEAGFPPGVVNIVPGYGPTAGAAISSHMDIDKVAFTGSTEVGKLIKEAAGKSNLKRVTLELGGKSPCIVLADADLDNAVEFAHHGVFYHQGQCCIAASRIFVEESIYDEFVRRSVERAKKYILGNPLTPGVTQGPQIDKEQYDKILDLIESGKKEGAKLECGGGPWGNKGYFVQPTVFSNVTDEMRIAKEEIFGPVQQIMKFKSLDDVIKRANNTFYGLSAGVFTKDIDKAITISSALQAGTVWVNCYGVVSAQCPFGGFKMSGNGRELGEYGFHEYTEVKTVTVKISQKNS
HTT aggregate – mutant huntingtin aggregation inhibition. AID 1688. hit rate 1.1% among 220,000. Potency, µM (doses to about 46.1 µM), inactives show top-dose activity change, negative = inhibition, usual class: inhibitors. PC12 HttQ103-GFP aggregates, Acumen cytometry, 40 h; note: % is set by controls: 0 for no effect and ±100 for the full control effect; nearly all actives have a fitted effect of over 60% in size
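Huntingtin Q103 exon 1–GFP aggregates in induced PC12 cells (100 nM tebufenozide) were quantified by cytometry from lysates, with compounds dosed in titration.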
Tau fluor cs – counter-screen for tau fibril formation inhibitors; tau K18 P301L Alexa594 fluorescence, heparin fibrillization; Potency, µM (series often up to 57.7 µM), without a hit: top-dose activity change, negative = decrease; hit rate 0.93% among 280,000; note: % is set by controls: 0 for no effect and ±100 for the full control effect; nearly all actives have a fitted effect of over 55% in size
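Human tau K18 P301L (15 uM unlabeled, 0.24 uM Alexa 594-labeled) in 100 mM sodium acetate pH 7 with 20 uM heparin, 6 hr at 37 C. ThT 30 uM added, 1 hr ambient; Alexa 594 FP and total fluorescence read at 555/632 nm.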
Tau ThT inhib – blocks human tau fibril formation measured by thioflavin T. recombinant tau K18 P301L (four-repeat tau fragment), heparin-induced fibrillization, ThT fluorescence. Potency, µM (series often up to 57.4 µM), for the others: top-dose activity, negative = inhibition, usual class: inhibitors. hit rate 2.1% among 270,000. AID 1460; note: % is set by controls: 0 for no effect and ±100 for the full control effect; nearly all actives have a fitted effect of over 55% in size
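Tau K18 P301L fragment (15 uM unlabeled plus 0.24 uM Alexa 594-labeled) in 100 mM sodium acetate pH 7 with compound, fibrillization induced by 20 uM heparin for 6 hr at 37 C. Thioflavin T (30 uM) added, fluorescence read after 1 hr (ex 450, em 510 nm).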
An asterisk follows results filed as active; ? = inconclusive; nt = not tested or not shown; & = joins results of further samples; [ ] = another dose, or the depositor's remark. Unless noted, calls come from the whole dose curve; as a rule, active = well fitted curve in the direction sought with a large enough effect; inconclusive = small, poorly fitted or top-dose-only effect, or another doubt; inactive = no such curve, though single readings can be large; an effect the other way counts as inactive or inconclusive. Potency is the fitted concentration of half-maximal effect.

SMILES | SMN2 splice up | Tau fibril FP | HTT cytoprotect | KDM4E inh | ALDH1A1 inh | HTT aggregate | Tau fluor cs | Tau ThT inhib
Cc1ccc(NC(=O)C2CCCN(S(=O)(=O)c3cccc4nsnc34)C2)cc1C (stereo unspecified) | -8.6% | -13.0% | nt | nt | nt | nt | -22.7% | -2.9%
CC#CCN1C(=O)N[C@@H](c2ccccc2)C(C(=O)OC)=C1C | -0.7%[9.22 µM] | -1.1%[11.6 µM] | 18.9%[10 µM] | -2.1%[11.4 µM] | 15.8%[13.5 µM] | nt | -12.0%[11.6 µM] | -5.8%[11.5 µM]
COc1ccc(Cl)cc1NC(=O)Cn1nnc(C(=O)NCc2ccc3c(c2)OCO3)c1N | -5.1% | ? | nt | nt | nt | nt | -14.2% | 6.2%
O=C(Cc1ccccc1)NCCc1ccc(Cl)cc1Cl | -1.8% | 3.0% | -26.4%[10 µM] | 6.3% | 5.8% | 4.2% | 5.8% | 2.0%
COc1ccc(CCNC(=O)CCn2c(=O)c3ccccc3n(CC(=O)Nc3cc(Cl)ccc3C)c2=O)cc1OC | 1.3% | -14.7% | nt | nt | nt | nt | -10.1% | -5.3%
CCOC(=O)c1cc2c(=O)n3ccccc3nc2n(Cc2ccco2)c1=NC(=O)c1cccc(OC)c1 | -10.1% | 6.6% | -52.8%[inhibitor] | ? | ? | ? | -18.7% | -16.4%
O=C(Cn1c(=O)n(CC2CCCO2)c(=O)c2ccccc21)c1ccccc1 (stereo unspecified) | -13.9% | 3.7% | 11.4%[10 µM] | -3.6% | -8.4% | -17.4% | 3.9% | 6.1%
N#Cc1cccc(NC(=O)COC(=O)c2ccccc2Sc2ccccc2C#N)c1 | nt | 15.8µM* | 29.5%[10 µM] | 7.0% | -0.7% | 5.7% | ? | 13.5%
COc1ccc(Cl)cc1N1CC(C(=O)Nc2nccs2)CC1=O (stereo unspecified) | 6.8% | -1.3% | -6.9% | 5.7% | 4.1% | -3.3% | 1.1% | 0.9%
Cc1cc(C)c2c(CN3CCN(Cc4ccc5c(c4)OCO5)CC3)cc(=O)oc2c1 | -0.8% | 11.7% | -8.8%[0.074 µM] | -0.4% | 12.6µM* | -0.7% | -2.8% | -12.4%
CN(Cc1cccs1)C(=O)CCc1c[nH]c2ccccc12 | 4.9% | 1.5% | -8.9% | -4.8% | -3.9% | 18.6% | -15.9% | -6.9%
COc1ccc(NC(=O)C2CCCN2S(=O)(=O)c2cccc3cccnc23)c(OC)c1 (stereo unspecified) | -5.4% | -4.6% | -6.5%[10 µM] | 2.3% | 2.8% | 13.5% | -8.7% | -9.8%
COC(=O)[C@@]1(Cc2ccc(OC)cc2)[C@H]2c3cc(C(=O)N(C)C)n(CCF)c3C[C@H]2CN1C(=O)c1ccccc1 | -5.2% | -8.9% | 18.9% | -1.1% | -2.8% | nt | -11.7% | -8.4%
CCCCN(C(=O)CSc1nncn1-c1ccccc1OC)c1c(N)n(Cc2ccccc2)c(=O)[nH]c1=O | 7.2% | 0.1% | -1.0% | 10.2% | 2.24µM* | 17.3% | 0.9% | 1.6%
Nc1c(C(=O)NCc2ccc(Cl)cc2)sc2nc(-c3ccc(F)cc3)ccc12 | 5.1% | -2.0% | nt | nt | nt | nt | ? | ?
CC(=C/C(=O)O)/C=C/c1cccs1 | 8.2% | 7.7% | 7.1% | 0.6% | 1.2% | 6.1% | 4.7% | 0.4%
COc1cc(C)c(Cl)cc1S(=O)(=O)n1cnc2ccccc21 | 10.2% | 2.8% | -4.7% | 1.5% | -3.3% | 1.2% | -9.4% | -4.1%
O=C(CSc1nnc(NC(=O)c2ccco2)s1)Nc1ccc2c(c1)OCCO2 | 6.0% | ? | -19.0% | ? | -3.0% | 3.5% | -6.3% | -17.6%
Cc1cc(N)n(-c2ccc(Cl)cc2)n1 | 11.7% | -1.2% | 0.1% | 8.5% | 0.7% | 23.4% | -1.4% | -1.1%
CC(=O)OCc1c(C(F)(F)F)nn(C)c1Sc1ccccc1 | -4.6% | 1.5% | -4.0% | 11.5% | 11.7% | -9.4% | -6.6% | -7.2%
CN(CC(=O)OCC(=O)Nc1ccccc1)S(=O)(=O)c1ccc(Cl)cc1 | -11.2% | 5.3% | 1.1% | 1.4% | 1.4% | 15.5% | -10.0% | -8.3%
CCOC(=O)c1cnc(SCC(=O)N2CCC(C(N)=O)CC2)nc1N | nt | 2.5% | 2.4%[10 µM] | -2.5% | 8.1% | 6.9%[9.22 µM] | 0.1% | -5.6%
CCCN1C(=O)c2ccccc2NC1c1ccc(OC)cc1OC (stereo unspecified) | -6.9% | 2.5% | -5.8% | ? | ? | -5.3% | -2.9% | -2.5%
CSCC[C@H](NC(=O)CCNC(C)=O)c1nc2ccccc2[nH]1 | 25.2% | 9.2% | 8.6% | 3.6% | 12.4% | 8.3% | -0.2% | -1.9%
CCCC(=O)N1CCN(c2ccc(NC(=O)c3ccco3)cc2)CC1 | -9.4% | -4.2% | -0.5% | 5.4% | -13.1% | 4.5% | -11.5% | ?
Later entries
SMILES | SMN2 splice up | Tau fibril FP | HTT cytoprotect | KDM4E inh | ALDH1A1 inh | HTT aggregate | Tau fluor cs | Tau ThT inhib
NC(=O)CC(NC(=O)Cc1ccc(Br)cc1)c1ccc(NCCOc2ccccc2)c([N+](=O)[O-])c1 (stereo unspecified) | nt | ? | -12.2%[10 µM] | 9.1% | nt | -20.5%[9.22 µM] | -16.7% | ?
CCc1ccc(S(=O)(=O)NCc2cn3c(C)csc3n2)s1 | -17.7% | -3.9% | -14.5%[10 µM] | 0.4% | ? | -7.2% | -9.7% | -0.3%
Cc1ccccc1CN1C[C@@H]2C[C@@H](c3cn[nH]c3-c3ccccc3)N3CCC[C@@]23C1=O | nt | -0.7% | 7.1% | -4.7% | -3.9% | -12.3% | -0.5% | -7.7%
CC(C)CCNC(=O)COC(=O)c1ccc(Br)o1 | 5.4% | -0.3% | -1.1% | -2.9% | 7.2% | -0.4% | -5.5% | 0.0%
Cc1c(C(=O)C(=O)NCCCn2ccnc2)c2ccccc2n1C | 0.3% | 0.6% | -13.4% | -6.6% | 2.7% | -3.7% | -3.5% | -2.3%
CC(C)CC(=O)n1nc(-c2cccnc2)nc1NCc1ccc(F)cc1 | 7.5% | -2.9% | nt | nt | nt | nt | -28.2% | ?
O=C(O)COc1ccc(C(=O)c2ccccc2)cc1 | nt | -1.3% | -23.9% | -8.6% | 1.1% | 8.3% | 1.4% | 7.4%
CCOC(=O)C1=NN(C(=O)COc2ccccc2)C(O)(c2ccc(Br)cc2)C1 (stereo unspecified) | 5.8% | 5.0% | 1.3%[10 µM] | -13.2% | -2.4% | 6.0%[9.22 µM] | 5.6% | -7.1%
COCCCNc1nnc(Cc2ccccc2)c2ccccc12 | 26.5% | -3.4% | -21.1% | 0.8% | 0.9% | -2.4% | -7.0% | -9.9%
COc1ccc(CNC(=O)c2ccc3c(c2)CCN3S(=O)(=O)c2ccc(C)cc2)cc1 | -22.0% | -5.9% | nt | nt | nt | nt | ? | 1.3%
COc1ccc(C2CC(=O)c3sc(N)nc3C2)cc1 (stereo unspecified) | 5.0% | -3.0% | -25.8% | -6.5% | -15.3% | -8.9%[9.22 µM] | 2.0% | -10.2%
COC(=O)C(C)NC(=O)C(C)NC(=O)OCc1ccccc1 (stereo unspecified) | -8.2% | 5.2% | 13.2%[10 µM] | 0.6% | 2.0% | -20.2% | 5.8% | 0.9%
O=C(NCC1CCCO1)c1ccc(Oc2ccc([N+](=O)[O-])cc2Cl)cc1 (stereo unspecified) | -40.3%[inhibitor] | 0.5% | -12.4%[10 µM] | 6.4% | ? | -2.4%[9.22 µM] | -17.4% | -6.2%
CC(C)P(=O)(c1cccc(C(=O)O)c1)C(C)C | -12.6% | 0.9% | 14.2%[10 µM] | 4.8% | 11.2% | -11.2% | 10.0% | 5.7%
Cc1ccccc1NC(=O)N1CCCC1C(=O)NCc1cccs1 (stereo unspecified) | -15.1% | -6.7% | 9.6%[10 µM] | 3.3% | 0.2% | 2.9% | 2.9% | -1.7%
Cc1cccn2c(=O)c3cc(C#N)c(=N)n(Cc4ccncc4)c3nc12 | 0.4% | -7.8% | -8.3%[10 µM] | ? | 3.6% | -18.4% | -2.9% | -3.9%
COc1ccccc1CNC(=O)Cc1c(C)c2c(cc(C)c3c(C)c(C)oc32)oc1=O | -2.5% | 7.1% | nt | nt | nt | nt | 1.7% | 3.7%
C=CCN1c2ccccc2[C@]23C[C@@H](C(=O)OC)N(C(=O)c4ccco4)C2=NC(C(=O)OC)=C(C(=O)OC)[C@H]13 | -6.3%[9.22 µM] | 3.7%[11.6 µM] | 18.2%&-5.0%[10 µM] | 14.1%[11.4 µM] | -1.3%[13.5 µM] | 7.8%[9.22 µM] | 3.2%[11.6 µM] | 12.4%[11.5 µM]
O=C1c2ccccc2C(=O)N1Cc1cc(-c2ccccc2)no1 | -76.9%[inhibitor] | -13.7% | 4.1%[10 µM] | -18.2% | -7.1% | 10.3% | ? | -17.8%

By substructure: the compounds so far containing a thiophene ring, fused or not.
SMILES | SMN2 splice up | Tau fibril FP | HTT cytoprotect | KDM4E inh | ALDH1A1 inh | HTT aggregate | Tau fluor cs | Tau ThT inhib
CN(Cc1cccs1)C(=O)CCc1c[nH]c2ccccc12 | 4.9% | 1.5% | -8.9% | -4.8% | -3.9% | 18.6% | -15.9% | -6.9%
Nc1c(C(=O)NCc2ccc(Cl)cc2)sc2nc(-c3ccc(F)cc3)ccc12 | 5.1% | -2.0% | nt | nt | nt | nt | ? | ?
CC(=C/C(=O)O)/C=C/c1cccs1 | 8.2% | 7.7% | 7.1% | 0.6% | 1.2% | 6.1% | 4.7% | 0.4%
CCc1ccc(S(=O)(=O)NCc2cn3c(C)csc3n2)s1 | -17.7% | -3.9% | -14.5%[10 µM] | 0.4% | ? | -7.2% | -9.7% | -0.3%
Cc1ccccc1NC(=O)N1CCCC1C(=O)NCc1cccs1 (stereo unspecified) | -15.1% | -6.7% | 9.6%[10 µM] | 3.3% | 0.2% | 2.9% | 2.9% | -1.7%

Only part of the results is shown. The share of hits here may be higher or lower than overall.
